RTF Ca sens inh = cardiac RTF calcium desensitization; P19429+P45379; IANBD-labeled cardiac RTF, Ca2+ fluorescence; inhibition, % at 7.15 µM; actives 0.12% (n = 340,000); AID 493244;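 active = inhibition above the mean inhibition of all tested compounds plus 3 SD, cut at about 17% in these data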;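 note: assay run at fixed EC70 calcium of 1.6 mM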
Keap1-Nrf2 PPI = disrupts human Keap1 binding to Nrf2 peptide | Q14145 | Keap1 Kelch-Nrf2 peptide fluorescence polarization, 1536-well | inhibition, % at 9.4 µM | actives 0.15% (n = 340,000) | AID 504523; in the data active = inhibition above about 12%;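 note: human Keap1 Kelch domain with fluorescein labeled Nrf2 9mer peptide probe; 0% = neutral control wells and 100% = peptide positive control; higher means more block of Keap1 binding to Nrf2 peptide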
Target sequence (Q14145 whole entry, looked up, the tested form may be a part): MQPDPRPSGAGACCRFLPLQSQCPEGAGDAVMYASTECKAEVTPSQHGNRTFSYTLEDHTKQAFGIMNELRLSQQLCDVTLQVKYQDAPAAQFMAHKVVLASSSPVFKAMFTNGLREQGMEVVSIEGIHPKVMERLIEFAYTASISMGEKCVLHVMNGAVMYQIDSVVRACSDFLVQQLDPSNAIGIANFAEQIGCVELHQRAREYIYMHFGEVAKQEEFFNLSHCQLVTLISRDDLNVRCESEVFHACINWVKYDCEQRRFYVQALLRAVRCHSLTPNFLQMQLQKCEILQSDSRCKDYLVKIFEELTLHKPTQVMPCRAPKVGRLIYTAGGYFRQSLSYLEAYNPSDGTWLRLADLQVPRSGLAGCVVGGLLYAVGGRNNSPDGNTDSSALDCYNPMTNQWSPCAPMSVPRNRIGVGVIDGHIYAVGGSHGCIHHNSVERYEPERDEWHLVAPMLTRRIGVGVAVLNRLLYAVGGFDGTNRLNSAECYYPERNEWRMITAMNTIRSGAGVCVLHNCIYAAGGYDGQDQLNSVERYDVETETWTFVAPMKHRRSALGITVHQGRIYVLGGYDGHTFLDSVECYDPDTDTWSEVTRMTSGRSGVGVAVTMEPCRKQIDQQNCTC
NSD2 HMT inh = NSD2 (human) methyltransferase inhibition; NSD2 peptide methylation, AlphaScreen, 120 min; O96028; actives 0.54% (n = 310,000); inhibition, % at 12.5 µM; AID 743445; in the data active = inhibition above about 50%
DSG3 Ab inh = blocks pemphigus antibody binding to human desmoglein-3. DSG3-coupled beads, scFv-anti-DSG3-GFP binding, flow cytometry; hits give low values. actives 0.48% (n = 310,000). binding (percent of control), % at 10 µM;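 active = binding more than 3 SD below its plate's average and above zero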;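 note: hits lower antibody fragment binding to DSG3; some compounds called inactive have numbers as strong as hits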
Arrestin-AP2 inh = inhibitors of human beta-arrestin and AP2 interaction; FITC-arrestin peptide / GST-AP2 beads, flow cytometry; AP2 beta2 appendage carries R879A mutation; inhibition, % at 10 µM; actives 0.31% (n = 340,000); AID 504490;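 active = inhibition above a set limit, near 3 SD of compounds lacking own fluorescence, cut at about 54% in these data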;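 note: plate controls were DMSO wells for no effect and 5 µM unlabelled arrestin peptide for full effect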
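System: GST-tagged AP2 beta2-adaptin appendage (R879A) on 4 µm glutathione beads / Reagent: FITC-arrestin peptide, 50 nM / Detection: HyperCyt-sampled flow cytometry, FL1 channel, ex 488/em 535 nm / Timing: 12 min plus 1 h, RT / Buffer or medium: PBS plus Tween 20 (0.05%) and BSA (0.1%)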
CAL PDZ FP-1 = CAL PDZ (human) peptide binding inhibition; AID 602252; Q9HD26; inhibition, % at 24.9 µM; purified CAL PDZ, TMR-peptide fluorescence polarization, 1 h; actives 0.92% (n = 300,000);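 active = mean inhibition of at least 30% with at least half of replicates also reaching 30%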;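 note: 0% = DMSO neutral control and 100% = excess unlabeled competitor peptide PRC23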
CAL PDZ FP-2 = inhibitors of human CAL PDZ peptide binding. purified CAL PDZ, TMR-peptide fluorescence polarization, 1 h. Q9HD26. actives 0.02% (n = 330,000). inhibition, % at 20 µM. AID 504414;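 active = highest replicate inhibition of at least 40%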;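 note: plate controls were DMSO neutral control wells for no effect and unlabeled competitor peptide control wells for full effect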
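material = purified tagged CAL PDZ domain construct (CerCALP) | compound dosing = 20 µM, one dose | times = 1 h at RT | measured by = fluorescence polarization from S- and P-plane intensities, G-factor corrected | read-out = inhibition from polarization loss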
V-ATPase pH = yeast V-ATPase proton transport regulation by pHLuorin; S. cerevisiae, pHLuorin cytosolic pH fluorescence; response, % at 10 µM; actives 0.37% (n = 350,000); AID 504577; in the data active = response mostly above about 7.3%, no sharp cut-off; inactive = mostly below about 5.4%; note: actives read high; inactives centre near 0; some compounds called inactive have numbers as strong as hits; reference of the scale not given here
DAGLB inhibitor = diacylglycerol lipase beta (human) inhibition | Q8NCG7 | inhibition, % at 5.17 µM | actives 0.059% (n = 340,000) | HEK293T DAGLB membrane lysate, EnzChek fluorogenic substrate; in the data active = inhibition above about 34%;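 note: 0% = enzyme with vehicle and 100% = wells lacking enzyme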
C-LANA FP = KSHV C-LANA DNA binding inhibition; MBP-C-LANA/FAM-LBS DNA binding, fluorescence polarization; inhibition, % at 9 µM; actives 0.078% (n = 340,000); AID 504423;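 active = highest replicate inhibition at or above 60% at 9 µM, even if other replicates fall short; inactive = all replicates below 60% inhibition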;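 note: 0% = neutral control wells and 100% = 4 µM acridine orange control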
Active calls of the source: *; / = no result given.

SMILES	RTF Ca sens inh	Keap1-Nrf2 PPI	NSD2 HMT inh	DSG3 Ab inh	Arrestin-AP2 inh	CAL PDZ FP-1	CAL PDZ FP-2	V-ATPase pH	DAGLB inhibitor	C-LANA FP
Cn1nc(C(F)(F)F)c(C(=O)Nc2ccc(F)cc2F)c1Cl	-5	0	-1	99	1	-2	0.4	1	-1	0.3
COc1ccc(/C=C(/C(=O)NCc2ccccc2)c2ccccc2)cc1	-16	-1	-2	83	27	-4	-2.1	-1	-4	-1.1
CC(C)=CCN1CCN(Cc2c[nH]c3ccccc23)CC1CCO (configuration not stated)	-2	2	1	99	-2	-2	/	-3	-2	1.0
CC(C)(C)N1CC(C(=O)Nc2ccc(C#N)cc2)CC1=O (configuration not stated)	-5	-3	7	97	12	-4	/	3	2	3.1
COc1ccc(C(CNC(=O)COc2ccc(C)c(C)c2)N2CCCCC2)cc1 (configuration not stated)	-3	0	13	104	-1	/	0.3	3	-3	-0.5
Cc1ccc(S(=O)(=O)N2CCN(C(=O)COc3ccc(Br)cc3)CC2)cc1	-7	-4	4	110	10	-3	-4.7	-5	-2	-1.0
C/C(CC(=O)Nc1ccc(Cl)cc1Cl)=N\NC(N)=S	1	-4	1	91	20	/	-0.9	7	-1	1.1
CC(C)C(=O)N1CCN(c2ccc(NC(=O)c3ccc4c(c3)OCCO4)cc2)CC1	-16	-3	-2	101	-4	4	0.2	-4	0	-0.1
COc1ccccc1-n1c(SCC(=O)Nc2ccc(NC(C)=O)cc2)nc2c([nH]c3ccccc32)c1=O	-4	2	15	/	-8	/	-1.7	-2	-1	-0.4
O=C(Cn1c(C(F)(F)F)nc2ccccc21)NCCCN1CCOCC1	-9	-5	-1	104	2	2	-0.1	-3	1	-2.4
O=C(O)CC(NC(=O)C(F)(F)F)c1ccc2c(c1)OCO2 (configuration not stated)	-7	-1	-5	102	9	-3	-1.2	-1	-3	-0.8
CSc1ncccc1C(=O)OCC(=O)N1CC2(C)CC1CC(C)(C)C2 (configuration not stated)	2	-4	53*	95	5	1	-0.4	-3	-6	0.9
O=C(O)c1cc([N+](=O)[O-])ccc1C(=O)Nc1cccc([N+](=O)[O-])c1	-1	-1	5	109	34	-1	1.8	1	-3	2.1
CSc1ccc(CNc2ncc(-c3cccc([N+](=O)[O-])c3)n2C)cc1	-4	-5	8	118	8	/	0.5	5	4	-2.2
COc1cccc(N2C(=O)C3C(C2=O)C2C=CC3C23CC3)c1 (configuration not stated)	2	-1	-1	111	-3	-4	0.1	-1	2	0.7
NC(=O)NCc1ccccc1	-4	-6	/	98	6	-3	0.1	-3	-4	-2.0
CC1CCc2sc(C(=O)OCC(=O)NCc3ccccc3)cc2C1 (configuration not stated)	-1	0	0	/	20	1	-0.7	3	-10	-1.3
COc1ccc(NC(=O)CCS(=O)(=O)c2ccc3c(c2)CCN3C(C)=O)cc1	-6	2	-3	102	-6	-2	0.1	0	0	-0.6
CNC(=O)Nc1cccc(-c2ccnc(C)n2)c1	5	-3	0	116	8	13	-0.8	0	1	-0.1
O=C(CN1CCOCC1)N/N=C/c1c(O)ccc2ccccc12	0	-2	-2	110	17	-7	-1.9	2	1	-2.2
CC(=O)Cc1nsc(NC(=O)c2cc(-c3cccc(C(F)(F)F)c3)oc2C)n1	-7	-6	-2	90	7	/	-0.3	-3	1	-0.4
COc1ccc(OCC(N)=O)cc1	-12	-1	/	104	16	-5	0.6	-3	1	-1.3
CCCn1c(C)cc(C(=O)COC(=O)c2cc(=O)[nH]c3ccccc23)c1C	/	/	3	97	/	/	/	-2	3	/
CC(C)CC(=O)Nc1ccnn1C1CCN(C(=O)c2ccc(Cl)cc2F)CC1	-2	2	0	104	36	1	-0.3	-2	4	0.4
COc1ccc2cc(CN(C(=O)Nc3ccccc3)C3CCCC3)c(=O)[nH]c2c1	-4	-10	11	109	0	/	-1.5	-2	7	1.2
CC(=O)Nc1ccc(S(=O)(=O)NC(C)C(=O)NCCc2ccc(F)cc2)cc1 (configuration not stated)	-7	-2	-1	98	29	-1	/	4	1	1.7
O=C(NC(=S)NCC1CCCO1)C(c1ccccc1)c1ccccc1 (configuration not stated)	-3	-2	-3	108	19	25	-3.3	-1	-3	3.5
CC1(CCc2ccc3c(c2)OCO3)NCCc2c1[nH]c1ccccc21 (configuration not stated)	-2	-6	25	105	6	-2	-1.1	2	-1	0.3
CC(=O)N1CCN(c2ccnc3cc(Cl)ccc23)CC1	5	4	0	113	1	/	-0.4	-3	-2	-1.1
Cc1ccc(OCCN2CCN(c3ncnc4sc(C)c(C)c34)CC2)cc1	-8	2	/	95	-2	0	-0.7	4	-9	-1.0
CC(C)CC(=O)N1CCN(Cc2cccc(Cl)c2)CC1	5	-1	1	113	45	-6	-0.6	4	0	-0.6
O=C1OC(c2ccc(F)cc2)=C/C1=C\c1ccc(O)cc1	-3	0	0	118	7	-1	1.6	1	2	-0.1
CCOc1ccccc1C(=O)NC(C(=O)Nc1cccnc1)C(C)C (configuration not stated)	-5	1	-3	103	26	-2	-4.3	-2	2	-1.2
Cn1c(=O)n(C)c2cc(NS(=O)(=O)c3ccc(Cl)s3)ccc21	-2	-1	-2	105	17	14	0.3	0	1	-0.7
O=C(COc1ccc(F)c(Cl)c1)Nc1ccc(N2CCOCC2)cc1	-3	-3	-2	113	12	4	-2.1	1	1	1.3
COC(=O)C1(C(F)(F)F)N=C2Sc3ccccc3N2C(N2CCOCC2)=N1 (configuration not stated)	-1	3	/	97	2	/	0.3	2	2	0.9
O=C(CN1CCN(CN2C(=O)NC3(CCCCCC3)C2=O)CC1)Nc1ccc(F)cc1	-5	-9	1	71	6	-4	-2.3	0	-2	-0.4
CC(C)CCNC(=O)CCC(=O)NNc1nc2ccccc2c2nc(-c3ccccc3)nn12	-5	-3	-1	95	63*	/	-0.8	-4	-1	-7.0
CCc1c(C)c(C#N)c2nc3ccccc3n2c1NCCCN(C)C	/	/	3	100	/	/	/	1	-1	/
COc1c(Cl)cc(Cl)cc1C(=O)n1nc(C)cc1C	-3	0	-1	109	1	-1	0.0	-2	-5	0.6
COc1ccccc1/C=C/C(=O)Nc1ccc(S(=O)(=O)Nc2cc(C)nc(C)n2)cc1	-3	-4	/	107	21	-7	-2.8	-8	-1	-0.1
CC1(C)CC(=O)C(=CN2CCN(C(=O)c3ccco3)CC2)C(=O)C1	2	-1	0	121	-6	-3	-1.5	5	2	1.5
O=C1CCCN1CCCNc1nc2c(S(=O)(=O)c3ccccc3)nnn2c2ccc(Cl)cc12	1	-1	-1	103	-11	-1	-13	-1	1	-0.2
Cc1c(Cl)cccc1N(CC(=O)NC(C)c1ccccc1)S(C)(=O)=O (configuration not stated)	1	-1	-2	91	2	9	-0.5	9	-12	0.0
COCCC1CCCCN1Cc1cn(-c2ccccc2)nc1-c1ccc2c(c1)OCO2 (configuration not stated)	-2	1	27	95	7	-3	-2.5	0	-1	-0.4
O=S(=O)(c1ccc(Cl)cc1)c1ccccn1	1	-6	6	101	7	-2	-0.5	-7	2	-2.0
COc1ccccc1NS(=O)(=O)c1ccc(C(=O)N2CC(C)OC(C)C2)cc1 (configuration not stated)	-15	-1	1	94	-39	/	0.0	-2	-1	0.8
COCCCNC(=O)CN1C(=O)c2ccccc2C1=O	8	5	-3	98	23	9	0.2	1	-2	-0.3
CC1CN(CCc2ccccc2)c2nc3c(c(=O)[nH]c(=O)n3C)n2C1 (configuration not stated)	-3	-6	2	100	3	-2	-0.2	-1	3	-0.8
O=C1NC2CCc3nc4ccccc4c(=O)n3C2=Nc2ccccc21 (configuration not stated)	1	-1	/	108	1	4	0.2	-2	-1	2.0
NC(=O)c1c(NC(=O)c2ccccc2F)sc2c1CCC2	/	/	-2	100	/	/	/	6	0	/
COc1cc(C2Oc3ccccc3C=C2[N+](=O)[O-])cc(OC)c1OC (configuration not stated)	/	/	6	109	4	/	/	3	/	/
Cc1ccc(NC(=O)CCNC(=O)c2ccc(Cl)cc2)cc1C	-11	3	-2	105	13	-5	-1.7	-3	-2	-3.9
Cc1cc(NC(=O)CSc2nc(C(C)C)nc3ccccc23)no1	3	2	2	/	30	3	-1.3	-3	-4	-0.6
O=C(CSc1nccn1Cc1ccc(F)cc1)Nc1ccc(F)cc1F	-4	0	1	108	-18	-3	-0.5	-2	-3	0.0
CC(=O)OCC(=O)[C@@]12OC3(CCCC3)O[C@@H]1C[C@H]1[C@@H]3CCC4=CC(=O)C=C[C@]4(C)[C@@]3(F)[C@@H](O)C[C@@]12C	1	3	/	104	2	1	-0.8	-5	-2	-2.0
CC1CCN(c2cc(N3CCN(C(=O)c4ccc(F)c(F)c4)CC3)c([N+](=O)[O-])cc2F)CC1	6	2	1	100	7	-4	0.2	2	1	-1.0
Cc1cc(C(=O)CN2CCN(CC(=O)Nc3ccc(F)cc3)CC2)c(C)n1C1CC1	-7	-4	2	/	-9	-3	-0.7	7	-4	3.6
CCCCC(=O)N1CCCC(c2nc(-c3cccc(OC)c3)no2)C1 (configuration not stated)	-1	-2	-2	107	4	-4	-2.8	-1	-5	-1.3
CN(C)CCCn1c(=S)[nH]c2ccccc2c1=O	12	-21	16	111	11	1	-0.5	0	0	1.0
COc1ccc2cc(S(=O)(=O)Nc3ccccn3)ccc2c1	-29	-1	-3	111	-3	-1	-3.3	8	-2	-0.6
CCc1cc(C(=O)NNC(=S)NCC2CCCO2)cs1 (configuration not stated)	-5	6	-1	99	-14	/	0.4	2	0	0.2
CCNc1cc(Cl)nc(SC)n1	-5	-7	-1	/	-5	-7	/	-2	1	2.2

Assay outcomes from PubChem.

Not all compounds are listed; count on the stated rates, not on these rows.
